# TNAP inh pNP: blocks human TNAP p-nitrophenol release. P05186. purified TNAP, pNPP hydrolysis, absorbance 405 nm. inhibition, % at 20 µM. 21,000 tested, under 10 active;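 note: 0% = DMSO only wells and 100% = 1 mM levamisole wells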
# Target sequence (P05186 whole entry, looked up): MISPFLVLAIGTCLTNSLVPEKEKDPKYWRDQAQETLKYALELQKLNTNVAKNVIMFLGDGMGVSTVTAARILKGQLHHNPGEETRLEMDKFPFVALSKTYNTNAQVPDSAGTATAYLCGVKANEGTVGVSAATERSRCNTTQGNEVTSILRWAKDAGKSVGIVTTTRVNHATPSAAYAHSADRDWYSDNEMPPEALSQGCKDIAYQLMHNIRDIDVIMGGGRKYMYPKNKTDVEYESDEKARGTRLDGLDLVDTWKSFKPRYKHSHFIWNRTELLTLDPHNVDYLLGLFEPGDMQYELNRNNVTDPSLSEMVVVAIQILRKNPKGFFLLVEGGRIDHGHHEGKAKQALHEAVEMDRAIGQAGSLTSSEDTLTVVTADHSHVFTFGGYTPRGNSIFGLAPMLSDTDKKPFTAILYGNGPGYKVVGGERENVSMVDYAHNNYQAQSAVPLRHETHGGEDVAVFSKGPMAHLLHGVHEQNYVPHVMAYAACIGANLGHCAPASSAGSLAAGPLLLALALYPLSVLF
# TNAP inh Pi: human TNAP inhibition, phosphate detection; inhibition, % at 20 µM; 21,000 tested, under 10 active; purified TNAP, pNPP, malachite green phosphate absorbance; P05186
# * hit, by the source's call.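 Rule for the calls: active = inhibition above 50% at the 20 µM single-dose screen; inactive = the rest.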 These rows are one share of the data, so the mix of outcomes need not match the whole.
SMILES,TNAP inh pNP,TNAP inh Pi
COc1ccc(OCC(=O)OCCN(C)C)cc1,3,5
O=S(=O)(c1ccc(F)c2ccccc12)N1CCCCC1,8,-16
O=C1C(=O)N(CCOCCO)C(c2ccccn2)/C1=C(\O)c1ccccc1 (configuration not stated),-1,8
CCOC(=O)c1cnc(-c2ccccc2)nc1N,-10,-4
Cc1ccc(-c2nsc3c(N4CCN(C(=O)c5ccco5)CC4)ncnc23)cc1,-12,-3
CCN1CCN(C(=O)c2ccccc2N(C)S(=O)(=O)c2ccc(C)cc2)CC1,6,11
O=C(CN1C2=NCCCN2c2ccccc21)c1ccc2c(c1)OCO2,4,16
CC(C)N1CC(O)=C(c2nc3ccccc3[nH]2)C1=N,2,14
Cc1sc2nc(C(C)C)nc(SCC(=O)N3CCN(C(=O)c4ccco4)CC3)c2c1C,7,14
Cc1nnc2n(Cc3ccccc3)c(=O)c3c4c(sc3n12)COC(C)(C)C4,4,10
CCOC(=O)CSc1nc2cc3c(cc2cc1C#N)OCO3,2,7
Clc1ccccc1OCCn1cnc2ccccc21,7,14
CCOC(=O)C1C(=O)Nc2nc3ccccc3n2C1C(C)C (configuration not stated),6,10
COc1nnnc2c1sc1nc(N3CCOCC3)c3c(c12)CC(C)(C)OC3,6,11
O=C(COC(=O)Cn1[nH]c(=O)c2ccccc2c1=O)Nc1ccc2c(c1)OCO2,8,-5
CCc1cc(=O)oc2cc(OCC(=O)O)c(Cl)cc12,7,13
c1ccc(CN2CCC3(CC2)Nc2ccccc2CO3)cc1,5,-14
CC1=CC(C)(C)N=C(Nc2ccc(C)cc2)S1,5,8
CC(=O)c1cccc(NC(=O)C2CCN(S(C)(=O)=O)CC2)c1,-16,-7
COc1cccc(-c2nc(NCc3ccco3)c3ccccc3n2)c1O,4,-19
O=S(=O)(c1cccc(-c2nnc(SC(F)F)n2-c2ccccc2)c1)N1CCCCC1,6,-8
Cc1occc1C(=O)NCCCCNC(=O)c1ccoc1C,1,7
Cn1c(Cn2nnc3ccccc32)nnc1SCC(=O)Nc1ccc2c(c1)OCO2,1,1
CCOC(=O)C1C(=O)NC(N2CCN(Cc3ccccc3)CC2)=NC1c1ccco1 (configuration not stated),4,13
c1ccc(CCc2nn3c(Cc4ccccc4)nnc3s2)cc1,6,17
# (further entries)
SMILES,TNAP inh pNP,TNAP inh Pi
CCCOC(=O)CSc1nnc(-c2ccccc2Cl)o1,4,10
Cc1ccc(-c2csc(N)n2)s1,-2,5
CC(C)(C)n1c(=O)[nH]c2c(c1=O)CCC2,6,18
COc1nc(-c2ccccc2)cc(-c2ccccc2)n1,2,16
CC(C)c1ccc(NC(=O)N2CCC(c3nc4ccccc4o3)CC2)cc1,3,1
CSCCC(NC(=O)c1ccccc1)C(=O)NC1CCCC1 (configuration not stated),2,5
Cc1ccc2[nH]cc(C(=O)CN3CCN(c4ccccn4)CC3)c2c1,3,6
COc1ccc(C2C(C#N)=C(C)NC3=C2C(=O)c2ccccc23)cc1 (configuration not stated),4,6
CCOC(=O)/C(C#N)=C1/CCCCCN1C,7,12
CCOC(=O)Oc1ccc2oc(C)c(C(=O)OCCOC)c2c1,2,-14
Cc1cc(NC(=O)CSc2nnc3c(C)cc4ccccc4n23)no1,0,1
CCN(CC)S(=O)(=O)c1ccc(C(=O)Nc2ccc(OCC(=O)N3CCOCC3)cc2)cc1,-1,2
CCOC(=O)c1c(C)[nH]c(C(=O)OCC(=O)N2CC(C)OC(C)C2)c1C (configuration not stated),-6,6
CCOC(=O)CSc1nnc(NC(=O)c2cccc(S(=O)(=O)N3CCCC3)c2)s1,3,10
CCSc1nnc(-c2ccc(S(=O)(=O)N3CCCC3)cc2)n1C,-3,6
COc1ccc(OCC(=O)Nc2ccc(S(=O)(=O)N3CCCCCC3)cc2)cc1,0,5
Cc1cccc(S(=O)(=O)NCCC(=O)OC(C)C(=O)NC(=O)NC2CCCCC2)c1 (configuration not stated),4,20
COc1ccc(C2=CC(c3cccc(OC)c3)n3nnnc3N2)cc1 (configuration not stated),0,3
Cc1cccc(-n2c(Cc3ccccc3)nnc2SCC(=O)N2CCOCC2)c1,1,6
CCOC(=O)c1cc2c(C(F)(F)F)cc(-c3cccnc3)nc2o1,2,-22
Cc1ccc(S(=O)(=O)NCc2ccco2)c(C)c1C,3,8
O=C(C1CCCCC1)N1CCCC(c2nc(-c3ccc(F)cc3)no2)C1 (configuration not stated),0,0
COc1ccc(S(=O)(=O)N2CCCC(C(=O)Nc3cccc(C(C)=O)c3)C2)cc1 (configuration not stated),4,-4
Cc1cccc(NC(=O)CSc2nnc(Cn3nnc(-c4ccccc4)n3)n2-c2ccccc2)c1,2,7
CC(C)C(C)(C#N)NC(=O)CSc1nc2scc(-c3ccco3)c2c(=O)n1-c1ccccc1 (configuration not stated),3,12
# Other entries:
SMILES,TNAP inh pNP,TNAP inh Pi
CC(C)NS(=O)(=O)c1ccc(OCC(=O)NCc2ccccc2)cc1,2,-15
CCc1c(C)c(C#N)c2nc3ccccc3n2c1-n1nc(C)cc1C,2,11
COCCNC(=O)C(c1ccc(C)cc1)N(C(=O)CCC(=O)Nc1ccccn1)C1CCCC1 (configuration not stated),5,6
O=C1c2oc3ccccc3c(=O)c2C(c2cccc(F)c2)N1CCCO (configuration not stated),2,9
COc1ccc(C(=O)CSc2nnc(-c3cc(C)cc(C)c3)o2)cc1,-2,3
CCOC(=O)c1c(CN2CCCCC2)oc2ccc(O)cc12,3,10
CCn1cc2c(c1-c1cccc(C)c1)c(=O)n(C)c(=O)n2C,2,6
CC(NC(N)=O)C12CC3CC(CC(C3)C1)C2 (configuration not stated),2,-25
CCSc1nnc(NC(=O)c2csc3c2CCCC3)s1,1,5
Cc1ccc(-c2cccc(NC(=O)C3C(C(=O)O)[C@@H]4C=C[C@H]3C4)c2)o1 (some centres not stated),3,11
CCCc1c(C)c2ccc(OCC(C)=O)cc2oc1=O,7,-4
NC(=O)NC(Cc1ccccc1)c1ccccc1 (configuration not stated),4,5
COc1ccc(S(=O)(=O)N2CCCCC2)cc1Br,1,5
COC(=O)C1CCN(C(=O)Cc2ccc(OC)c(OC)c2)CC1,2,-24
COC(=O)c1c(=O)n(O)c2ccc(OC)cc2[n+]1[O-],-14,-4
Cn1c(CSCc2ccc(Cl)c(Cl)c2)nnc1SCC(=O)Nc1nccs1,2,7
CCOc1cc(CN2CCSCC2)ccc1O,7,12
COc1ccc(C(=O)Cn2nnc(-c3ccccc3-n3cnnn3)n2)cc1,4,8
CCn1c(SCc2ccccc2)nnc1-c1cccs1,5,10
Cc1ccc(CSc2nnc(-c3ccc(S(=O)(=O)N4CCCC4)cc3)o2)cc1,4,-18
O=S(=O)(O)c1nc2ccccc2n1Cc1ccc(Cl)cc1,-1,4
COC(=O)CCC(=O)CN,4,-10
Cc1ccc(-n2c(SCC(=O)Nc3ccc4c(c3)OCCO4)nnc2-c2ccco2)cc1,3,12
O=C1CCCc2sccc2N1,4,2
O=C(CC12CC3CC(CC(C3)C1)C2)NCCN1CCOCC1,1,8
# The results go on:
SMILES,TNAP inh pNP,TNAP inh Pi
COc1ccc(-c2noc(CN(C)S(=O)(=O)c3ccccc3)n2)cc1OC,7,-12
O=C(Nc1nc2n(n1)C(c1ccc(Cl)cc1)CC(c1ccc(Cl)cc1)N2)c1ccco1 (configuration not stated),5,18
COc1ccccc1-c1ccc(=O)n(CC(=O)Nc2ccc(C(=O)N3CCCC3)cc2)n1,3,5
CS(=O)(=O)N(Cc1ccc(F)cc1)Cc1nc2ccccc2c(=O)[nH]1,8,9
Cc1ccc(F)c(NC=C2C(=O)OC(C)(C)OC2=O)c1,1,-16
C=CCN=C(CC)C1=C(O)CCCC1=O,2,0
Cc1ccc(N(CC(O)CN(C)C)S(=O)(=O)c2ccccc2)cc1 (configuration not stated),-3,1
CCOC(=O)c1cc(-c2ccco2)nc2c1c(C)nn2-c1ccccc1,-16,-5
Cc1nn(-c2nc3ccccc3n2Cc2ccccc2)c2c1C(=O)CC(C)(C)C2,5,8
CCn1c(COc2cccc(C)c2)nnc1SCC(=O)N1CCCC1,3,-6
CCCCn1c(=N)n(CC(O)COc2ccc(C)cc2)c2ccccc21 (configuration not stated),-2,7
COC(=O)c1cc(C(=O)OC)cc(S(=O)(=O)Nc2ccc(Cl)c(N)c2)c1,5,7
O=C(c1cccc(F)c1)N1CCN(C(=O)c2cc(-c3ccc(Cl)cc3Cl)on2)CC1,8,18
COc1cc(C)c(Br)cc1S(=O)(=O)N1CCCC1,2,8
COc1ccc(S(=O)(=O)N2CCC(NC(=O)Nc3ccc(C)cc3)CC2)cc1,6,8
CCOC(=O)Nc1ccc2c(c1)Nc1ccccc1S2,0,5
CCCc1nc(N)nc2c1C(=O)CC(C)(C)C2,1,7
CCC(=O)Nc1ccc(-c2nn3c(C)nnc3s2)cc1C,4,6
CCn1cnc2sc(C(=O)O)c(C)c2c1=O,4,19
O=C(Nc1ccccc1)N(CCc1nc2ccccc2[nH]1)C1CCCC1,8,15
COc1ccc2[nH]c(=O)c(CN(C(=O)C3CCCO3)c3ccc(C)cc3)cc2c1 (configuration not stated),8,6
CCn1cc(C(=O)NCc2ccccc2OC)c(=O)c2ccc(C)nc21,4,4
CC(C)(C)OC(=O)N[C@@H](Cc1c[nH]c2ccccc12)c1nnc(SCC(N)=O)o1,-8,-6
CCCn1c(SCC(=O)NC)nnc1C(C)C,0,0
O=C(CN(C1CCCCC1)S(=O)(=O)c1ccccc1)N1CCCC1,5,7

# Arranged by value in TNAP inh Pi (smallest number first): some entries from above
SMILES	TNAP inh pNP	TNAP inh Pi
CCOC(=O)Nc1ccc2c(c1)Nc1ccccc1S2	0	5
Cc1nn(-c2nc3ccccc3n2Cc2ccccc2)c2c1C(=O)CC(C)(C)C2	5	8
CCn1cnc2sc(C(=O)O)c(C)c2c1=O	4	19

# Single records (already shown). Screens in order: TNAP inh pNP	TNAP inh Pi
# O=C(Nc1ccccc1)N(CCc1nc2ccccc2[nH]1)C1CCCC1 reads 8	15
# CCn1cc(C(=O)NCc2ccccc2OC)c(=O)c2ccc(C)nc21 reads 4	4

# Other records
SMILES,TNAP inh pNP,TNAP inh Pi
Cc1cccc(Nc2nc(N)nc(CN3CCN(C)CC3)n2)c1,4,10
COc1ccccc1-c1nc(S(=O)(=O)c2ccc(Cl)cc2)c(N(C)C)o1,6,10
COCCCn1cnc2c(c1=O)c1nc3ccccc3nc1n2CCc1ccccc1,7,-8
CSc1ccccc1NC(=O)c1ccc(C)o1,-2,-32
CC(C)(Oc1cccc2ccccc12)C(=O)O,6,7
S=C(c1ccc2c(c1)OCO2)N1CCCC1,-6,-1
CCn1c(SCC(=O)Nc2nc(-c3ccccc3)cs2)nnc1-c1ccccc1O,1,9
CCn1c(Cc2ccccc2)nnc1SCC(=O)Nc1ccc(S(N)(=O)=O)cc1,6,17
COC(=O)C1C(=O)C2=C(CC1C)NC(C)=C(C(=O)OC(C)C)C2c1ccc(OC)c(O)c1 (configuration not stated),2,6
CCN(CC)c1nc(SCC(=O)O)nc(N(CC)CC)n1,4,8
COc1cccc(NC(=O)c2cccs2)c1,5,-3
COc1ccc(NC(=O)Nc2cc(C)ccc2OC(F)F)c(OC)c1,2,13
CCOC(=O)C1CCN(S(=O)(=O)c2cccc(-c3cn4cccnc4n3)c2)CC1,3,10
CS(=O)(=O)N(Cc1ccc(C(=O)NCc2ccco2)cc1)c1ccccc1,1,7
CCOC(=O)C(Sc1nnc2c3ccccc3n(CC)c2n1)C(=O)OCC,-2,4
O=C(COc1ccc(Cl)cc1Cl)Nc1nc2n(n1)C(c1ccccc1)CC(=O)N2 (configuration not stated),2,5
COc1ccc(C2N3CC4(C)CN2CC(C)(C3)C4O)cc1OC (configuration not stated),0,0
CC(=O)c1c(C)n([O-])c2cc(C)ccc2[n+]1=O,0,11
COCCCNC(=O)c1ccc(C(=O)NCCCOC)cc1,1,10
CSC1=C(C#N)C(c2ccc(C)s2)CC(=O)N1 (configuration not stated),5,-5
C#CCOC(=O)CCC(=O)Nc1cc(OC)nc(OC)n1,7,-1
C=CCn1c(SCC(=O)NC(=O)NCc2ccco2)nc2sc(C)c(C)c2c1=O,3,7
Cc1ccc(-c2noc(CCC(=O)N3CCCC3)n2)cc1,-9,-4
CC1=C(C(=O)OC(C)C)C(C)NC(=O)N1 (configuration not stated),6,16
CCOC(=O)c1c(C)n(C)c2ccc(O)c(CN3CCCCC3)c12,3,8

# 7 compounds already listed, arranged by molar mass, low to high.
SMILES,TNAP inh pNP,TNAP inh Pi
S=C(c1ccc2c(c1)OCO2)N1CCCC1,-6,-1
C#CCOC(=O)CCC(=O)Nc1cc(OC)nc(OC)n1,7,-1
CCN(CC)c1nc(SCC(=O)O)nc(N(CC)CC)n1,4,8
COc1ccc(C2N3CC4(C)CN2CC(C)(C3)C4O)cc1OC (configuration not stated),0,0
COc1ccccc1-c1nc(S(=O)(=O)c2ccc(Cl)cc2)c(N(C)C)o1,6,10
CCOC(=O)C1CCN(S(=O)(=O)c2cccc(-c3cn4cccnc4n3)c2)CC1,3,10
O=C(COc1ccc(Cl)cc1Cl)Nc1nc2n(n1)C(c1ccccc1)CC(=O)N2 (configuration not stated),2,5

# (more compounds)
SMILES,TNAP inh pNP,TNAP inh Pi
Cc1c(C(=O)OCC(=O)N2c3ccccc3CC2C)oc2ccccc12 (configuration not stated),1,5
Cc1cc(=O)oc(C)c1C(=O)NCCN1CCOCC1,3,-8
O=C(CC1Sc2ccccc2NC1=O)Nc1cccc(-c2nnc3n2CCCCC3)c1 (configuration not stated),3,9
Cc1cc(O)ccc1-c1cnc2ccccc2n1,-2,5
COc1ccc(CCNc2nnc(Sc3nnnn3-c3ccccc3)s2)cc1OC,0,9
O=C(Nc1cccc(-n2cnnn2)c1)c1ccco1,0,10
Cc1ccc(S(=O)(=O)c2cc3c(=O)n4ccccc4nc3n(Cc3ccco3)c2=N)cc1,-1,-5
O=C(CCC(=O)N1CCN(c2ccccn2)CC1)Nc1nnc(C2CCCCC2)s1,8,13
COc1ccc(Nc2nnc(C)c3ccccc23)cc1C(N)=O,-1,5
CC(C)CSc1nc(N2CCOCC2)c2c(c1C#N)CC(C)(C)SC2,4,5

# Assay outcomes from PubChem.
